Screening results (PubChem)
ERG Ets-DNA blk – blocks human ERG Ets domain binding to DNA; P11308; fluorescence polarization, His-ERG Ets domain / labelled DNA; AID 624246; hit rate 0.028% among 370,000; Potency, µM (top dose mostly 76.9 µM), for inactives: at the top dose FP activity, negative = inhibition, actives largely listed as inhibitors; active = well fitted inhibition curve with a large enough effect in the polarisation, with a control signal flat; inconclusive = small, poorly fitted or top-dose-only effect, or effect the other way, or a change in a side signal; inactive = no such curve, though single readings can be large or run the other way; the % refers to the polarisation;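 also: polarization taken with two DNA probes labelled with fluorescein and Texas red; potency is read from the fitted curve at half-maximal effect; % of control where 0% means no effect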
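His-tagged ERG Ets domain (1 uM in the protein solution; 300mM KCl, 50mM Tris-HCl, 1mM EDTA, 1mM DTT, pH 7.5) received compound, then a probe mix of 5 nM fluorescein-DNA and 100nM Texas-615-DNA. Fluorescence polarization was read for both dyes.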
JMJD2A Tudor – blocks the human JMJD2A Tudor domain. AlphaScreen JMJD2A-Tudor / H3K4me3 peptide binding. hit rate 4.4% among 390,000. AID 504339. Potency, µM (top dose mostly 114 µM), without a hit: top-dose activity change, negative = inhibition, hits mostly inhibitors; also: potency is read from the fitted curve at half-maximal effect; % is scaled to controls: 0 for no effect and ±100 for the full control effect; nearly all actives have a fitted effect of over 50% in size
Pin1 inhibitor – human Pin1 inhibition; hit rate 0.009% among 390,000; Pin1 FP peptide displacement, HiFluor488, 10 min; Potency, µM (titrated, usually from 115 µM), for inactives: top-dose activity, negative = inhibition, hits mostly inhibitors; AID 504891; active = well fitted inhibition curve with a large enough effect in the polarisation, with a control signal flat, not every such curve was filed as active; inconclusive = small, poorly fitted or top-dose-only effect, or effect the other way, or a change in a side signal; inactive = no such curve, though single readings can be large or run the other way; the % refers to the polarisation; also: potency is read from the fitted curve at half-maximal effect; % is scaled to controls: 0 for no effect and ±100 for the full control effect
Target sequence (Q13526 whole entry, looked up): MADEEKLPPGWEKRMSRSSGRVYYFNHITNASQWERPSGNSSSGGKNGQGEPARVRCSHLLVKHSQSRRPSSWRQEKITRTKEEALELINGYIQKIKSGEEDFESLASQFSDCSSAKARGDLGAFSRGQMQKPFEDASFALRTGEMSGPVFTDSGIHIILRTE
PI4K2A block – PI4K2A (human) kinase inhibition. Q9BTU6. AID 1346378. activity change, negative = inhibition, % at 76.9 µM. purified PI4K2A, ADP-Glo luminescence, 1 h; hits give low values. hit rate 0.13% among 420,000; in the data active = activity change below about -50%; inconclusive = mostly about -30% to -49%;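 also: -100% = wells without enzyme as full effect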
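ADP-Glo luminescence measured ADP generated by PI4K2A enzyme (4 ug/mL before mixing) with 1.2 mM PI substrate (pre-mix) and 300 microM ATP (pre-mix). Tris pH7.5 buffer with MgCl2, Triton X-100; 1 h reaction at ambient temperature.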
BAZ2B block – inhibitors of human BAZ2B bromodomain. AID 504333. AlphaScreen BAZ2B-H3K14Ac peptide displacement. Potency, µM (titrated, usually from 114 µM), for inactives: at the highest dose activity change, negative = inhibition, usual class: inhibitors. hit rate 4.4% among 360,000; also: potency is read from the fitted curve at half-maximal effect; % is scaled to controls: 0 for no effect and ±100 for the full control effect; nearly all actives have a fitted effect of over 60% in size
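AlphaScreen luminescence quantifies BAZ2B engagement of H3K14Ac peptide; the protein and biotinylated peptide are both at 50 nM final, buffer PBS pH 7.4 with 0.01% Tween-20, all steps at room temperature.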
G9a inh – blocks human histone lysine methyltransferase G9a; Q96KQ7; G9a H3K9 monomethylation, AlphaScreen, 2 h; Potency, µM (series often up to 102 µM), inactives show at the highest dose activity, negative = inhibition, usual class: inhibitors; hit rate 8.8% among 350,000; AID 504332; also: potency is read from the fitted curve at half-maximal effect; % is scaled to controls: 0 for no effect and ±100 for the full control effect; nearly all actives have a fitted effect of over 75% in size
Target sequence (Q96KQ7 913-1193 limits assumed): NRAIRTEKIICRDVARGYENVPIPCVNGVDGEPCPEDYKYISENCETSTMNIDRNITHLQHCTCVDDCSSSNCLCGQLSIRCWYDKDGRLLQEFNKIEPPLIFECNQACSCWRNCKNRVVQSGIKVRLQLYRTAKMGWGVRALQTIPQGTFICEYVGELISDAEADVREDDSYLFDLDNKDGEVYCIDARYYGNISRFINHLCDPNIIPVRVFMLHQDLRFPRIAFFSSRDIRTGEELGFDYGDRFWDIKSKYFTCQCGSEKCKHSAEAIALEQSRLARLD
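Quantitative HTS format: methyltransferase activity on a biotin-tagged H3K9 peptide is measured by AlphaScreen, using a rabbit anti-monomethyl-H3K9 antibody with streptavidin donor and anti-IgG acceptor beads. Final levels are 20 nM enzyme, 500 nM peptide, 20 uM SAM; 2 h RT.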
HP1b chromo inh – inhibitors of HP1-beta chromodomain binding to methylated histone tails; P83916; AlphaScreen HP1-beta / biotin-H3K9me3 peptide binding; Potency, µM (doses to about 114 µM), for inactives: at the top dose activity change, negative = inhibition, hits mostly inhibitors; hit rate 0.56% among 390,000; AID 540317; also: potency is read from the fitted curve at half-maximal effect; nearly all actives have a fitted effect of over 70% in size; inactives centre near 23
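Compound inhibition of the preformed complex between 50 nM HP1-beta and 50 nM biotinylated H3K9me3 peptide was read by AlphaScreen. Buffer was PBS pH 7.4 with 0.01% Tween-20. Incubations ran 30 min at room temperature, with 10 ug/mL donor/acceptor beads.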
Tb PGK inh – T. brucei PGK inhibition. P07378. PGK/GAPDH coupled, Kinase-Glo luminescence, 60 min. Potency, µM (titrated, usually from 57.5 µM), without a hit: at the top dose activity change, negative = inhibition, most hits filed as inhibitors. hit rate 0.043% among 380,000; also: potency is read from the fitted curve at half-maximal effect; % is scaled to controls: 0 for no effect and ±100 for the full control effect; nearly all actives have a fitted effect of over 60% in size
Target sequence (P07378 whole entry, looked up): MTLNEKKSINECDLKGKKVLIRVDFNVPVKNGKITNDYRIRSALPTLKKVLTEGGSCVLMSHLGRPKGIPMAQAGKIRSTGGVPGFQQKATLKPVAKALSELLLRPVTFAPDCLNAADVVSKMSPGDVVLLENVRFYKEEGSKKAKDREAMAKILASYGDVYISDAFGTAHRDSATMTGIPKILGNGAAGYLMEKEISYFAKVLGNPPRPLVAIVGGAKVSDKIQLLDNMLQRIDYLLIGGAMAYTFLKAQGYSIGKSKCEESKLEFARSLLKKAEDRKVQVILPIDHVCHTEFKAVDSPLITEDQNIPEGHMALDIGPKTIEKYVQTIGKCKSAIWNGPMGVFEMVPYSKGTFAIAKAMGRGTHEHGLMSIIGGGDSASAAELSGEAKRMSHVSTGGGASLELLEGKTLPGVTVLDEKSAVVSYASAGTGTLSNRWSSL
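Luminescent ATP detection (Kinase-Glo Plus) follows a 60-minute room-temperature incubation, with wells lacking PGK as controls. Buffer: 100 mM TEA (pH 7.6), 5 mM MgCl2, 0.01% Tween-20. Coupling enzyme GAPDH (100 nM final) supplies unstable 1,3-BPG in-well.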
GLS inh – glutaminase GLS (human) inhibition. O94925. GLS enzymatic activity, qHTS titration. hit rate 0.21% among 410,000. Potency, µM (top dose mostly 45.5 µM), for inactives: top-dose activity change, negative = inhibition, actives largely listed as inhibitors; also: potency is read from the fitted curve at half-maximal effect; % is scaled to controls: 0 for no effect and ±100 for the full control effect
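hKGA in 45 mM KH2PO4 pH 8.2, 0.02% Tween-20 with pin-transferred compounds; 1 mM L-glutamine (stock) plus glutamate oxidase/HRP/Amplex Red coupling added. Fluorescence read initially and after 30 min at RT.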
* hit, by the source's call; i = inactive; ? = inconclusive; · = not tested or not shown; [ ] = dose if it differs, or a comment. Unless noted, calls follow the shape of the dose curve; as a rule, active = well fitted curve in the direction sought with a large enough effect; inconclusive = small, poorly fitted or top-dose-only effect, or another doubt; inactive = no such curve, though single readings can be large; an effect the other way counts as inactive or inconclusive.

ERG Ets-DNA blk,JMJD2A Tudor,Pin1 inhibitor,PI4K2A block,BAZ2B block,G9a inh,HP1b chromo inh,Tb PGK inh,GLS inh,molecule
-6%,-14%,4%,1,11%,-9%,22%,7%,12%,COc1ccc(C(CNC(=O)COc2ccc(F)cc2Cl)N2CCOCC2)cc1 (stereo unspecified)
?,-31%,0%,0,·,-40%[59 µM],20%,-1%,22%,CCc1ccc(NC(=O)N(Cc2cn(CC)c3ccccc23)C2CCCCC2)cc1
9%,-14%,13%,-3,-6%,-4%,26%,i,0%,O=C(CSc1ccc(Cl)cc1)Nc1ccc(N2CCN(C(=O)c3ccc(Cl)cc3)CC2)cc1
-6%,-10%,0%,1,-14%,·,39%,3%,-2%,CSCC[C@H](NC(=O)c1cccs1)C(=O)N1CCC2(CC1)NCCc1[nH]cnc12
·,-11%,5%,0,4%,13%[59 µM],25%,-2%,8%,COc1cccc(NC(=O)CN(C)C(=O)c2c(-c3c(F)cccc3Cl)noc2C)c1
-5%,-8%,-5%,2,·,?,30%,i,6%,CCCCn1c(NCc2ccccn2)nc2ccccc21
-18%,-24%,0%,-3,·,·,22%,i,3%,CC(C)c1cc(N=O)cc(C(C)C)c1O
9%,21%,1%,-1,?,56µM*,65%[activator],-17%,?,CC(C)[C@H](NC(=O)C1CC(=O)N(c2ccc3c(c2)OCO3)C1)C(=O)NC1CCCC1 (stereo partly specified)
20%,-4%,1%,-1,·,·,34%,-7%,-1%,O=C(NC1CCN(Cc2ccccc2)CC1)c1cc(S(=O)(=O)N2CCOCC2)ccc1Cl
-3%,?,19%,4,?,?,-5%,i,-6%,COC(=O)c1sc2nc(-c3ccccc3)nc(N3CCN(C)CC3)c2c1C
8%,-19%,1%,4,-3%,-2%,-2%,-2%,0%,CC(=O)NCc1c(Cl)cccc1-n1cccc1
-11%,-20%,0%,1,-8%,-5%[59 µM],-1%,-7%,4%,Cn1cnnc1SCC(=O)c1cccc([N+](=O)[O-])c1

ERG Ets-DNA blk,JMJD2A Tudor,Pin1 inhibitor,PI4K2A block,BAZ2B block,G9a inh,HP1b chromo inh,Tb PGK inh,GLS inh,molecule
2%,-9%,-9%,0,-1%,-2%[0.501 µM],19%,-6%,1%,C=C(C)CN(CC)C(=O)c1ccc(OC2CCN(S(=O)(=O)N(C)C)CC2)cc1
13%,-9%,0%,0,11%,1%,13%,-7%,4%,CC(OC(=O)c1ccc(Cl)nc1)C(=O)NCc1ccc2c(c1)OCO2 (stereo unspecified)
8%,-31%,18%,2,?,?,21%,-3%,2%,COc1ccc(CN2CCNC(=O)C2CC(=O)NCCCC2CCCC2)c(C)c1C (stereo unspecified)
20%,-12%,-4%,-3,-22%,22%,22%,0%,-19%,O=C(OC(C(=O)c1c[nH]c2ccccc12)c1ccccc1)c1cnccn1 (stereo unspecified)
6%,-5%,3%,-1,1%,-40%[59 µM],16%,0%,0%,COc1ccc(OC)c(-c2cc(C(=O)Nc3cnn(Cc4ccc(Cl)cc4Cl)c3)no2)c1
-6%,-2%,-1%,2,4%,-28%,23%,1%,5%,COC(=O)/C=C1\NCCSC1=O
1%,-6%,0%,-1,-3%,-7%,14%,2%,1%,Nc1ncc2c(n1)-c1ccoc1CC2
-4%[15.4 µM],1%,2%,-4,12%,-3%[2.33 µM],39%[activator],i,1%,CCOCCCN1C(=O)C(=O)N(CC(=O)N2c3ccccc3NC(=O)CC2C)C1=O (stereo unspecified)
-3%,16%,-1%,-2,3%,-4%[59 µM],22%,-6%,1%,Cc1ccc(C(=O)Oc2ccc(-c3nccc(-c4ccccn4)n3)cc2)cc1
0%,-12%,-1%,5,-18%,10%,22%,3%,1%,O=C(Cc1ccccc1)NNC(=O)Nc1ccccc1
8%,-11%,-12%,-1,-18%,-18%,52%[activator],-8%,-2%,COc1cc2c(cc1OC)C(C)=NCC2
-16%,-20%,-8%,2,-12%,-26%,24%,4%,-17%,O=C(O)c1[nH]c2ccc(Cl)cc2c1CCN1C(=O)c2ccccc2C1=O

ERG Ets-DNA blk,JMJD2A Tudor,Pin1 inhibitor,PI4K2A block,BAZ2B block,G9a inh,HP1b chromo inh,Tb PGK inh,GLS inh,molecule
0%,-7%,?,-4,11%,-6%,92%[activator],·,-4%,CC(C)(CO)NCc1cccs1
-4%,-18%,-12%,1,3%,-4%,36%,10%,7%,CC(=O)Nc1cccc(CNCc2cccc(NC(C)=O)c2)c1
0%,-13%,9%,-2,·,·,47%[activator],-2%,-9%,C[C@@H]1CN([C@@H](C)CO)C(=O)c2cccc(NC(=O)C3CCCCC3)c2O[C@@H]1CN(C)C(=O)NC1CCCCC1
3%,-1%,2%,0,-32%,?,49%[activator],i,-5%,COc1cccc(N2CC(O)=C(c3ccccc3)C2=N)c1
-7%,-3%[57.1 µM],-4%,4,10%,-3%,27%,-6%,0%,CCNc1nc(SCC(=O)OC)nc(N2CCOCC2)n1
8%[15.4 µM],-2%,-4%,1,2%,41%[activator][12.7 µM],24%,0%,1%,CN(Cc1nc2ccccc2c(=O)[nH]1)C(=O)c1ccc(NC(=O)CSc2nnnn2C)cc1
13%,-10%,-1%,5,-5%,-6%[59 µM],42%[activator],i,-8%,O=C(/C=C/c1ccc(Cl)cc1)Nc1ccc(CN2CCOCC2)cc1
4%,-4%,-10%,-3,-2%,4%[59 µM],43%[activator],-5%,6%,COc1ccc(Cl)cc1NC(=O)CSc1ccc2nnc(CCNS(=O)(=O)c3ccccc3)n2n1
11%,-2%,1%,-6,·,·,41%[activator],1%,0%,C#CCOCCOCCOCCNc1nc(N2CCN(C(=O)Cn3cc(CCCN=C(N)N)nn3)CC2)nc(N2CCN(C(=O)Cn3cc(CC(C)O)nn3)CC2)n1 (stereo unspecified)
-10%,-12%,-7%,2,4%,23%,0%,-3%,?,CCCn1c(SCC(=O)NCC)nc2sc3c(c2c1=O)CCC3
1%,-6%,-26%,-4,-3%,-1%[59 µM],3%[57 µM],6%,6%,CCC(Oc1ccccc1)C(=O)Nc1ccc(OCc2cc(=O)n3ccccc3n2)cc1 (stereo unspecified)
-5%,-14%,-9%,3,1%,2%,35%,-5%,-1%,Nc1ccc(C(=O)c2cccs2)cn1

An excerpt from above in order of their number in G9a inh, highest first:
ERG Ets-DNA blk,JMJD2A Tudor,Pin1 inhibitor,PI4K2A block,BAZ2B block,G9a inh,HP1b chromo inh,Tb PGK inh,GLS inh,molecule
-10%,-12%,-7%,2,4%,23%,0%,-3%,?,CCCn1c(SCC(=O)NCC)nc2sc3c(c2c1=O)CCC3
-5%,-14%,-9%,3,1%,2%,35%,-5%,-1%,Nc1ccc(C(=O)c2cccs2)cn1
-7%,-3%[57.1 µM],-4%,4,10%,-3%,27%,-6%,0%,CCNc1nc(SCC(=O)OC)nc(N2CCOCC2)n1
-4%,-18%,-12%,1,3%,-4%,36%,10%,7%,CC(=O)Nc1cccc(CNCc2cccc(NC(C)=O)c2)c1
0%,-7%,?,-4,11%,-6%,92%[activator],·,-4%,CC(C)(CO)NCc1cccs1

Continued.
ERG Ets-DNA blk,JMJD2A Tudor,Pin1 inhibitor,PI4K2A block,BAZ2B block,G9a inh,HP1b chromo inh,Tb PGK inh,GLS inh,molecule
15%,-14%,-1%,2,?,-6%,18%,i,1%,COC(=O)Cn1cnc2scc(-c3ccc(C)cc3)c2c1=O
3%,?,5%,1,-3%,?,38%[activator],-2%,3%,Cc1ccc(NC(=O)/C=C\C(=O)NCC(=O)O)cc1C
5%,35µM*,-1%,4,0%,?,?,-1%,1%,Nc1c2c(nc3ccccc13)N(c1ccccc1)CC2
·,-9%,3%,4,·,·,13%,0%,-2%,CC(O)C(NS(=O)(=O)c1ccc(Cl)cc1)C(=O)OCC(=O)c1ccc2c(c1)NC(=O)CO2 (stereo unspecified)
3%,-23%,2%,1,-23%,-24%[59 µM],-9%,8%,2%,COCCNC(=O)CSc1nc(-c2ccccc2)[nH]c1-c1ccc(C)cc1
5%,-6%,-1%,3,8%,-7%[59 µM],32%,-1%,-4%,Cc1ccc(CNC(=O)COc2ccc(C)nc2[N+](=O)[O-])cc1
10%,-3%,5%,1,6%,-7%[0.501 µM],16%,-8%,-6%,COc1ccc(N2CCN(c3nc(C)c(C)c(=O)[nH]3)CC2)cc1
13%,-17%,-8%,1,-17%,-2%,21%,-2%,5%,Cc1cc([N+](=O)[O-])ccc1NC(=O)c1cc2ccccc2o1
9%,-17%,0%,-2,0%,-6%,8%,-3%,-8%,COc1ccc(NC(=O)CCCNC(=O)Cn2cnc3sc4c(c3c2=O)CCCC4)cc1OC
-5%,?,3%,-1,·,·,-10%,8%,-10%,COc1ccc(-c2c(-c3ccc(OC)c(F)c3)c3ccccc3n2C)cc1
3%,-28%,-1%,2,·,·,-5%,-3%,5%,COc1ccc(CCNC(=O)CN2C(=O)NC(c3ccccc3)(c3ccccc3)C2=O)cc1
